Assay outcomes: PubChem BioAssay, several laboratories
KOR beta-arrestin-1 – kappa opioid receptor blockers – cell-based, luminescence, uHTS (AID 1778); KOR beta-arrestin recruitment, luminescence, antagonist mode; higher % means a stronger effect; inhibition, % at 10 µM, or IC50 in µM where a hit was titrated; actives 0.091% (n = 290,000); note: strong numbers were not always called active
Siah-1 displacement – blockers of Siah-1 interaction with plectin peptide – biochemical, fluorescence polarization, rhodamine-plectin, uHTS, primary screen (AID 1817); Siah-1 / rhodamine-plectin peptide fluorescence polarization; higher % means a stronger effect; displacement, % at 20 µM, or IC50 in µM where a hit was titrated; actives 0.02% (n = 290,000);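 active = displacement of at least 50% at 20 µM, with a fluorescence ratio check between 0.3 and a set limit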;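 note: plate controls were Siah plus tracer with DMSO for no effect and tracer alone without Siah for full effect; strong numbers were not always called active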
PhoP inhibition – inhibitors of PhoP regulon expression, primary screen, Salmonella Typhimurium, GFP reporter (AID 1863) | S. Typhimurium PhoP-regulated promoter GFP reporter, 4 h; higher % means a stronger effect | inhibition, % at 50 µM, or IC50 in µM where a hit was titrated | actives 0.16% (n = 300,000);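 active = inhibition over 29.93%, a cutoff 3 SD above the screen mean, later confirmed by dose response; inconclusive = inhibition over 29.93% but no dose response follow-up; inactive = inhibition at most 29.93% or unconfirmed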;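 note: 0% = low Mg2+ inducing control and 100% = high Mg2+ repressing control; strong numbers were not always called active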
LYP phosphatase – PTPN22 lymphoid phosphatase activity blockers – biochemical, fluorescence intensity, uHTS (AID 1779). recombinant LYP phosphatase, fluorescence intensity; higher % means a stronger effect. actives 0.054% (n = 290,000). inhibition, % at 11.5 µM, or IC50 in µM where a hit was titrated;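 note: plate controls were vehicle with enzyme for no effect and no enzyme for full effect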
KOR beta-arrestin-2 – kappa opioid receptor activators – cell-based, luminescence, uHTS, primary screen (AID 1777) | one-dose activation, % at 10 µM; EC50 in µM for titrated hits | KOR beta-arrestin recruitment, luminescence; higher % means a stronger effect | actives 0.02% (n = 280,000); in the data active = activation above about 50%, passing the limit was not always enough; note: a part of the inactive calls stands beside numbers as strong as those of hits
NOD2 inhibition – inhibition of NOD2-driven NF-kB reporter – cell-based, luminescence, uHTS, HEK293 (AID 1566); actives 0.63% (n = 290,000); HEK293 NOD2/NF-kB luciferase reporter, luminescence; higher % means a stronger effect; inhibition, % at 4 µM, or EC50 in µM where a hit was titrated; note: many of its hits are not listed in these tables
NOD1 NF-kB reporter – inhibition of NOD1-driven NF-kB reporter – cell-based, luminescence, uHTS, primary screen (AID 1578). NOD1-driven NF-kB luciferase reporter cells, luminescence; higher % means a stronger effect. inhibition, % at 4 µM; hits with a dose series show EC50 in µM. actives 1% (n = 290,000); in the data active = inhibition mostly above about 36%, no sharp cut-off; inactive = mostly below about 34%;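 note: HEK-293T reporter cells stimulated with the NOD1 agonist gamma-tri-DAP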
HIV peptide binding – inhibitors of HIV fusion peptide binding, primary screen, biochemical, uHTS, fluorescence dequenching (AID 1986) | cell-free peptide binding, fluorescence dequenching, 30 min; higher % means a stronger effect | actives 0.3% (n = 290,000) | inhibition, % at 20 µM; hits with a dose series show IC50 in µM; in the data active = inhibition mostly above about 52%, no sharp cut-off; inactive = mostly below about 76%; note: some results filed as inactive read as strong as hits
Myeloid diff 2 – compounds promoting myeloid differentiation. ER-HoxA9 myeloid progenitors, lysozyme-GFP differentiation, flow cytometry. calls only at 10 µM. actives 1% (n = 360,000). AID 624256;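 active = normalized GFP-positive differentiation at or above the plate's own cutoff, the solvent-only control mean plus 3 SD; inconclusive = no clear call, values can overlap the other calls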;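 note: cells exposed to compound for four days before flow analysis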
Myeloid diff 2 GFP+ MAC1+ % – also measured in Myeloid diff 2; calls as there; GFP+ MAC1+ double positive, %; measured here: differentiation confirmed by MAC1 staining
An asterisk follows results filed as active; i = inactive; ? = inconclusive; · = not tested or not shown; + = active, no number; [ ] = dose if it differs, or a comment. Cut-off read from the data, not from the text of the source, unless noted: active = inhibition above about 50%; inactive = the rest.

Values in the order – Siah-1 displacement, NOD1 NF-kB reporter, PhoP inhibition, HIV peptide binding, Myeloid diff 2, KOR beta-arrestin-1, Myeloid diff 2 GFP+ MAC1+ %, KOR beta-arrestin-2, LYP phosphatase, NOD2 inhibition
> CC(OC(=O)CCCSc1nc2ccccc2s1)C(=O)NC(N)=O (stereo not given)
→ -2.6%, 14.5%, -1.8%, -1.2%, i, -37.2%, 0.6, 1.3%, -0.7%, 32.7%
> CC(C)(C)NC(=O)NCc1cccnc1
→ -1.6%, -1.3%, -2.5%, 0.1%, i, 3.8%, 1.2, ·, -5.9%, -7.1%
> C/C(=N\NS(=O)(=O)c1ccccc1)c1cccc(NC(=O)c2cccc(Cl)c2)c1
→ -7.3%, 17.7%, 10.5%, 2.8%, i, -17.8%, 1.0, 0.4%, -2.9%, -15.2%
> O=C(CCN1CCOCC1)NCC1COc2ccccc2O1 (stereo not given)
→ 10.3%, -44.8%, 2.7%, 0.7%, i, -3.7%, 0.7, -2.4%, -0.5%, -3.0%
> O=C(NN=C1CCCC1)c1[nH]c2ccc(Br)cc2c1-c1ccccc1
→ -5.2%, -9.6%, -0.7%, -1.5%, ·, -45.4%, ·, 3.9%, 3.2%, 6.7%
> O=S(c1ccc2ccccc2c1)c1cnns1 (stereo not given)
→ 3.8%, -16.5%, 8.8%, -0.7%, ?, -2.4%, ·, 8.2%, -10.5%, -49.8%
> CCc1ccc(NC2=CC(=O)CC(c3ccco3)C2)cc1 (stereo not given)
→ -1.6%, -7.7%, 11.7%, -4.2%, i, -2.4%, 0.5, -2.7%, -0.7%, -0.1%
> Cc1ccccc1NC(=O)c1ccc2c(c1)N(C)CCS2
→ 2.6%, -1.5%, ·, -0.9%, i, -1.1%[20 µM], 1.9, -3.8%, -8.1%, -50.1%
> N#Cc1cn(-c2cccc(C(F)(F)F)c2)c(=O)[nH]c1=O
→ -4.1%, 5.7%, 1.5%, 0.5%, i, 19.3%, 1.0, -6.3%, -12.7%, -11.7%
> O=C(Nc1cccnc1Cl)c1cc2ccccc2o1
→ 1.9%, 1.8%, ·, 1.3%, i, -27.3%, 0.8, 2.7%, -5.6%, -103.5%
> Cc1ccc(C)c(CSc2nnc(-c3cccs3)n2Cc2ccco2)c1
→ -0.8%, 2.4%, 6.0%, -0.6%, +, 12.6%, 3.1*, 3.7%, -3.6%, 10.7%
> O=C(/C=C/c1ccco1)NC(=S)Nc1ccccc1Br
→ 3.5%, -25.2%, 1.1%, 0.4%, i, -1.8%, 0.5, -6.6%, 1.5%, 4.5%
> COc1cc(C(=O)CCN2CCC(c3ccccc3)C2)cc(OC)c1OC (stereo not given)
→ 3.2%, -16.7%, 2.2%, -0.6%, i, 2.9%, 1.0, 0.9%, -4.3%, 7.2%
> N#Cc1ccccc1/C=N/Nc1nc(-c2ccccc2)c2cc(Br)ccc2n1
→ -0.5%, -2.2%, -10.2%, -5.6%, i, -0.9%, 0.4, -1.8%, -1.6%, 7.8%
> Cc1ccccc1OCc1nnc(SCC(=O)Nc2ccc(N3CCOCC3)cc2)n1C
→ 2.0%, -4.0%, -5.6%, -0.9%, i, -45.0%, 7.0, 0.1%, -6.3%, -9.3%
> COc1ccc(NC(=O)CNC(=O)C2CCCCC2)cc1
→ 1.6%, -36.9%, 10.6%, -1.2%, i, -3.6%, 1.1, 0.5%, -5.0%, -7.8%
> C#CCOCCOCCOCCNc1nc(N2CCN(C(=O)[C@H](Cc3ccc(O)cc3)n3cc([C@@H](N)C(C)CC)nn3)CC2)nc(N2CCN(C(=O)[C@H](Cc3cc4ccccc4[nH]3)n3cc([C@@H](N)Cc4ccc(O)cc4)nn3)CC2)n1 (stereo not given in full)
→ -4.3%, 3.3%, 0.9%, -2.4%, ·, 26.9%, ·, 0.2%, -27.8%, -0.8%
> CC(C)(C)Nc1nc2ccc([N+](=O)[O-])cc2o1
→ 2.5%, -6.2%, -2.8%, -1.6%, i, 16.6%, 0.1, 2.8%, -4.4%, -7.7%
> Cn1cccc1CC(=O)N/N=C\c1c2ccccc2cc2ccccc12
→ 18.9%, 49.1%, -2.9%, 0.7%, i, -35.7%, 1.6, 1.6%, 10.7%, 11.4%
> O=C1CCCC2=C1C(c1ccccc1)C1=C(CCCC1=O)O2
→ 1.8%, -11.5%, ·, 0.6%, ·, -43.9%, ·, -1.8%, -4.3%, -2.5%
> N=c1c(S(=O)(=O)c2ccc(Cl)cc2)cc2c(=O)n3ccccc3nc2n1CCc1ccccc1
→ -6.1%, -17.7%, -21.5%, 84.1%*, i, -9.9%, 0.5, 1.0%, -17.2%, -13.7%
> c1ccc(OCc2nn3c(C4CCCCC4)nnc3s2)cc1
→ 1.1%, -0.7%, -2.9%, 0.5%, i, 35.9%, 11.4, -5.5%, 2.9%, 0.0%
> CC[C@@]1(c2ccccc2C)C(=O)N(C(=O)OC)N1C(=O)OC
→ -2.1%, 37.4%, ·, 0.5%, i, -29.1%[20 µM], 3.2, 0.8%, -7.6%, 11.2%
> CNC(=O)CCCc1nc(-c2ccccc2Cl)no1
→ -3.2%, -12.6%, 4.6%, 2.2%, i, -57.1%, 0.7, 4.4%, -9.0%, 7.2%
> O=C(CNC(=O)c1ccc(Br)o1)Nc1ccccc1
→ -2.5%, -16.2%, -1.4%, 0.6%, i, -4.4%[20 µM], 0.3, 0.1%, -0.7%, -7.8%
> CCCCN(C)CCn1c(=S)[nH]c2cc(OCC)c(OCC)cc2c1=O
→ -2.9%, -21.6%, 2.1%, -1.7%, i, 3.7%, 0.2, -2.7%, -1.9%, -6.4%
> Cc1ccsc1/C=N/NC(=O)C1CC(=O)N(c2ccc(F)cc2)C1 (stereo not given)
→ -3.2%, -2.7%, 2.6%, 2.3%, i, -15.0%, 0.6, 0.3%, 2.1%, 16.6%
> CCn1c(=O)c([N+](=O)[O-])c(N2CCOCC2)c2ccccc21
→ 1.9%, -0.8%, -3.6%, -0.2%, i, -11.2%, 0.3, -1.5%, -5.6%, 14.5%
> Cc1[nH]n(-c2ccccc2)c(=O)c1/C=N/N(c1ccccc1)c1ccccc1
→ -5.5%, -13.1%, -13.9%, 4.3%, i, -26.5%[20 µM], 0.3, ·, 5.3%, -0.8%
> N#Cc1cn(N2CCCCC2)c(=O)[nH]c1=O
→ 8.4%, -8.8%, 6.2%, -1.9%, i, 1.1%, 0.9, -5.3%, -5.9%, 1.5%

Full records as entered above. Order of values: Siah-1 displacement, NOD1 NF-kB reporter, PhoP inhibition, HIV peptide binding, Myeloid diff 2, KOR beta-arrestin-1, Myeloid diff 2 GFP+ MAC1+ %, KOR beta-arrestin-2, LYP phosphatase, NOD2 inhibition
`CNC(=O)CCCc1nc(-c2ccccc2Cl)no1` is entered as -3.2%, -12.6%, 4.6%, 2.2%, i, -57.1%, 0.7, 4.4%, -9.0%, 7.2%
`O=C(CNC(=O)c1ccc(Br)o1)Nc1ccccc1` is entered as -2.5%, -16.2%, -1.4%, 0.6%, i, -4.4%[20 µM], 0.3, 0.1%, -0.7%, -7.8%
`Cc1[nH]n(-c2ccccc2)c(=O)c1/C=N/N(c1ccccc1)c1ccccc1` is entered as -5.5%, -13.1%, -13.9%, 4.3%, i, -26.5%[20 µM], 0.3, ·, 5.3%, -0.8%

Other entries follow:
Values in the order – Siah-1 displacement, NOD1 NF-kB reporter, PhoP inhibition, HIV peptide binding, Myeloid diff 2, KOR beta-arrestin-1, Myeloid diff 2 GFP+ MAC1+ %, KOR beta-arrestin-2, LYP phosphatase, NOD2 inhibition
> O=c1c2[nH]c3ccccc3c2ncn1Cc1ccco1
→ 2.3%, -2.8%, 5.5%, 0.6%, i, -5.4%, 0.9, 0.8%, -2.7%, -2.5%
> COc1ccc(C2CC(c3ccc([N+](=O)[O-])cc3)=NN2C(C)=O)cc1 (stereo not given)
→ -3.5%, -6.7%, 3.1%, 0.5%, i, -30.7%[20 µM], 0.6, 2.0%, -4.0%, 6.3%
> COc1ccc(CNc2ccc([N+](=O)[O-])cc2C)cc1
→ 1.3%, 3.7%, 1.4%, -0.2%, i, 11.0%, 0.6, 0.3%, -5.2%, -22.4%
> O=C1CC(Cc2ccccc2)C(=O)N1c1ccc(Cl)cn1 (stereo not given)
→ 1.9%, -4.5%, -1.6%, -0.7%, i, -11.4%, 0.2, 0.0%, -7.6%, 11.9%
> Cc1onc(C(=O)N2CCN(C(c3ccccc3)c3ccccc3)CC2)c1[N+](=O)[O-]
→ 10.0%, -4.8%, 2.9%, 3.8%, i, -15.0%, 4.4, -1.1%, -3.3%, 4.8%
> c1ccc(-c2nnc(N3CCOCC3)nc2-c2ccccc2)cc1
→ 2.8%, -1.6%, 0.4%, 1.2%, i, 14.0%, 4.4, 1.9%, -4.0%, 6.2%
> CNC(=S)N(CCc1ccc(OC)c(OC)c1)C1CC(=O)N(c2ccccc2)C1=O (stereo not given)
→ 0.9%, 7.4%, -8.3%, 0.1%, i, 18.5%, 1.4, 4.0%, -6.2%, 15.2%
> CC1CC(NC(=O)c2cnc3n(c2=O)CCS3)CC(C)(C)C1 (stereo not given)
→ 4.7%, -9.0%, -2.7%, -1.6%, i, 43.1%, 1.6, -6.6%, -1.0%, 3.3%
> Cc1cnc(C(=O)OCC(=O)Nc2cc(S(=O)(=O)N3CCCCC3)ccc2Cl)cn1
→ 2.2%, -9.5%, 12.6%, 2.4%, i, 3.4%, 0.6, 9.6%, 2.0%, -1.2%
> CCCCn1nc2cc(C(=O)N(CC)c3ccc(OC)cc3)ccc2c1OCC
→ 0.6%, -15.7%, 6.8%, -2.1%, i, 11.6%, 2.6, -2.9%, -8.8%, 4.7%
> COc1ccc(/C=C/c2cccc[n+]2C)c(O)c1
→ 11.9%, -11.7%, 10.3%, 2.7%, i, -3.8%, 2.3, 8.6%, -6.7%, -2.8%
> Cc1ccc(N2CCN(S(=O)(=O)c3c(C)nc4scc(C)n4c3=O)CC2)c(C)c1
→ -2.4%, 13.9%, -7.0%, -0.3%, i, -15.7%, 5.8, -0.7%, -5.2%, 20.5%
> N#C/C(=C/c1cccc([N+](=O)[O-])c1)C(=O)Nc1ccccc1O
→ 0.8%, -11.4%, -8.7%, 1.3%, i, 0.8%, 1.4, -0.7%, -6.1%, 5.2%
> Cc1ccc(OCc2nnc(SCC(=O)Nc3ccc(N4CCOCC4)cc3)o2)cc1
→ 3.9%, -24.6%, -2.8%, 0.7%, i, -18.5%, 1.5, 1.2%, 0.3%, -7.2%
> CC(=O)Nn1c(-c2ccccc2)cc2ccccc21
→ -6.1%, 18.3%, 12.2%, -1.3%, i, -13.4%, 0.6, 6.8%, -8.9%, 12.3%
> COc1ccc(/C=C(\C#N)c2nc3ccccc3[nH]2)cc1O
→ -7.3%, 12.0%, ·, -0.7%, i, -148.9%[20 µM], 0.5, -0.2%, 1.3%, -58.1%
> Cc1cccc(N2C(=S)NC3c4ccccc4OC2(C)C3C(=O)N(C)C)c1 (stereo not given)
→ -4.9%, 9.6%, -0.6%, -0.9%, i, -65.2%, 0.3, 3.6%, -11.6%, -8.9%
> COc1ccc(CCNC(=O)c2cnn3ccccc23)c(OC)c1OC
→ 1.7%, 20.2%, 15.2%, 0.5%, i, 15.8%, 2.1, -3.3%, -1.1%, 20.0%

The list is partial; rates above refer to the full screens.
